From PubChem BioAssay
TLR4-MyD88 BLA – inhibitors of TLR4-MyD88 association in cells, primary screen, cell-based, HeLa CL3-4, BLA complementation, FRET ratio. inhibition, % at 8.4 µM. AID 861, 2007. HeLa CL3-4 TLR4/MyD88 BLA complementation. 0.18% of 200,000 active; in the data active = inhibition above about 25%;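 note: 0% = vehicle and 100% = reference inhibitor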
Target sequence (O00206 whole entry, looked up): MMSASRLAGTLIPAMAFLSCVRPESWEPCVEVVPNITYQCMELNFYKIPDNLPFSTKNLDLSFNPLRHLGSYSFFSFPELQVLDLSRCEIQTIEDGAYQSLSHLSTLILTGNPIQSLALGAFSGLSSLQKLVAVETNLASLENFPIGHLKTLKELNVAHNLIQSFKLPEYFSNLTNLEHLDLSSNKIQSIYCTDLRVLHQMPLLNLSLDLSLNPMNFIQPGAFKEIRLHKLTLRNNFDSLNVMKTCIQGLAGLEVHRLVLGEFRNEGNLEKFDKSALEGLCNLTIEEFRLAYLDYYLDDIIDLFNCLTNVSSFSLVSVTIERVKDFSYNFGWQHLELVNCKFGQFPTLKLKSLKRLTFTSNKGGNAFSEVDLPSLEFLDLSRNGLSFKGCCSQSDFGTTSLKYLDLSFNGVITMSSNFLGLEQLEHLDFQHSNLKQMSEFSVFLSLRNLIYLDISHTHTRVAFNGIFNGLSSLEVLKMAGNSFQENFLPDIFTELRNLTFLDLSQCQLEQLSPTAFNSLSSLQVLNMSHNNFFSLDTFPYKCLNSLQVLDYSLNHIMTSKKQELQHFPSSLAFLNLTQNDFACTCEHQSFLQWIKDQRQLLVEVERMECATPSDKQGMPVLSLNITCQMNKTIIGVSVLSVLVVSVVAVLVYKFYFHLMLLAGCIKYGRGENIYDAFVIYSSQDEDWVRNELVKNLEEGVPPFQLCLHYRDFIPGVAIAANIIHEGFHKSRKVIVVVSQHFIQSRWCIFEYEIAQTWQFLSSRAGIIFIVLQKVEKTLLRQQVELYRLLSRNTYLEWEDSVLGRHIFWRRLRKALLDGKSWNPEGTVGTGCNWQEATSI
Target sequence (Q99836 whole entry, looked up): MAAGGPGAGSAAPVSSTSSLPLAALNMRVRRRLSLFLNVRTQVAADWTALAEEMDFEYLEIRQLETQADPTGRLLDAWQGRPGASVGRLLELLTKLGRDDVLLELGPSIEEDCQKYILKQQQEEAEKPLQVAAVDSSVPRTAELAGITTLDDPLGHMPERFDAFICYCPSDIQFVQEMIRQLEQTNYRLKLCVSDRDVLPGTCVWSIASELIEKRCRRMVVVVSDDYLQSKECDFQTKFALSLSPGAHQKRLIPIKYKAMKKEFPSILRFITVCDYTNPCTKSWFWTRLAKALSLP
NF-kB neuron act – activators of NF-kB expression in neurons, primary screen, cell-based, HTS; fold change at 12.5 µM; human neuronal cells, NF-kB reporter expression; stronger effect = higher value; 1.6% of 190,000 active; AID 1239, 2008; in the data active = fold change above about 3.3
APP 5UTR inh – inhibitors of APP translation via 5'UTR reporter, primary screen, APP 5'UTR luciferase, SH-SY5Y cells. SH-SY5Y APP 5'UTR-luciferase reporter, luminescence. 0.82% of 190,000 active. inhibition, % at 2 µM. AID 1285, 2008;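 active = inhibition above a set limit, derived from the sample mean plus 3 SD, cut at about 45% in these data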; note: values of inactives mirror those of a sister screen read the other way
G6PDH CS – L. mesenteroides G6PDH inhibitors, counter-screen for G6PDH-coupled screening assays, biochemical, Leuconostoc mesenteroides enzyme; Purified L. mesenteroides G6PDH, diaphorase/resazurin coupled fluorescence, 45 min; inhibition, % at 5 µM; 0.12% of 200,000 active; AID 1020, 2008; in the data active = inhibition above about 50%
STAT1 act – STAT1 signaling activators, primary screen, cell-based, HTS, luciferase reporter; NIH 3T3 STAT1-luciferase reporter, IFN-gamma, luminescence; 100% = IFN-gamma alone, no compound; activation (% of control), % at 5.5 µM; 2.6% of 200,000 active; AID 932, 2007;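 active = activation above the screen-wide mean activation plus 3 SD, cut at about 130% in these data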;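 note: raw ratio to IFN-gamma control signal so 100% means no change and 0% no light; values of inactives mirror those of a sister screen read the other way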
FLuc act counter – FLuc activators, initial screening, artefact control for FLuc-dependent activation tests, biochemical, ATPlite luminescence; ATPlite luciferase biochemical, 10 min; 0 = ATP-free wells, 1 = DMSO control; Luciferin 4-monooxygenase (Photinus pyralis), P08659; 200,000 tested, under 10 active; activation factor at 10 µM;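 active = luciferase activation factor, scaled between plate controls, of at least 2 with compound at 10 µM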
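Assay system: Luciferase/luciferin reagent mix; Medium: PBS as buffer for the ATP substrate; Dosing: test compounds dosed from 2 mM stocks in 100% DMSO; Times: 10 min, room temperature; Signal: luminescence from luciferase reaction; Read-out: luciferase activation; Controls: No-ATP low control, compound-free enzyme-plus-ATP high control.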
APP 5'UTR act – activators of APP 5'UTR luciferase reporter, primary screen, SH-SY5Y cells. 1% of 190,000 active. SH-SY5Y APP 5'UTR luciferase reporter, luminescence; zero percent = DMSO vehicle wells. activation, % at 2 µM;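 active = activation above a set limit, based on mean plus 3 SD of controls, cut at about 140% in these data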; note: values of inactives mirror those of a sister screen read the other way
Diaphorase inh – diaphorase inhibitors and chemical oxidizers, primary screen, counter-screen for diaphorase-coupled primary assays, biochemical, uHTS, resorufin fluorescence. 0.69% of 190,000 active. AID 1217, 2008. inhibition, % at 20 µM. diaphorase resazurin-to-resorufin fluorescence, NADH, 16 min; bacterial (C. kluyveri) enzyme, not human;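 active = primary screen inhibition at 20 µM above a set limit, cut at about 50% in these data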;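 note: plate controls were DMSO with full reaction for no effect and wells lacking NADH for full effect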
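Test system: Clostridium kluyveri diaphorase enzyme / Quantity: diaphorase at 0.14 U/mL in enzyme working solution / Incubation: 16-min room-temperature incubation before reading / Benchmarks: NADH-free wells as positive control, DMSO-only neutral wells / Signal: resorufin fluorescence 544/590 nm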
Diaphorase act – compounds boosting diaphorase resazurin reduction – biochemical, uHTS, resorufin fluorescence, counter-screen for diaphorase-coupled primary assays, primary screen; AID 1229, 2008; activation factor at 20 µM; 0.005% of 190,000 active; Diaphorase/resazurin coupled assay, 16 min; stronger effect = higher value; 1 = vehicle wells, 0 = NADH-free wells;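 active = diaphorase activity raised at least twofold by the compound at 20 µM; inactive = activation factor below 2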
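Material: Clostridium kluyveri diaphorase, purified enzyme; Quantity: enzyme 0.07 U/mL final; Medium: HEPES pH 7.4 buffer with MgCl2 and Tween 20; Dosing: single compound dose of 20 µM, 1% DMSO final; Schedule: 16 min reaction at room temperature; Measured by: red resorufin fluorescence at 544/590 nm excitation/emission.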
FLuc inh counter – firefly luciferase enzyme inhibitors, primary screen, artefact control for luciferase-based inhibitor screens, biochemical, luminescence, ATPLite; AID 1006, 2008; 1.5% of 200,000 active; 10 min; inhibition, % at 10 µM;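 active = inhibition above about 50% when tested at 10 µM, limit read from the data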
The depositor's hits bear a star; / = no result given.

SMILES	TLR4-MyD88 BLA	NF-kB neuron act	APP 5UTR inh	G6PDH CS	STAT1 act	FLuc act counter	APP 5'UTR act	Diaphorase inh	Diaphorase act	FLuc inh counter
CCOc1cc(NC(=S)NCCc2ccccc2)c(OCC)cc1NC(C)=O	8	1	11	10	102	1.1	-11	/	/	-7
COC(=O)c1cc2c(ccn2-c2ccc(F)cc2)n1Cc1ccc(OC)cc1	1	1.4	-3	9	106	1	3	4	1	-3
COc1ccccc1CC(=O)NNS(=O)(=O)c1ccc([N+](=O)[O-])cc1	-13	1.1	-11	11	102	1	11	12	0.9	-4
C/C(Cn1cnc([N+](=O)[O-])n1)=N\NC(=O)c1cccnc1	15	1	-8	2	107	1	8	-5	1.1	-2
C=CCNCCCCOc1cccc(Br)c1	3	1.2	-6	24	109	1	5	21	0.8	-1
CN(Cc1ccc(F)cc1)C(=O)COc1ccccc1-c1ccccc1	4	0.83	-10	-8	96	1	10	25	0.7	-4
Cc1ccc(C(=O)Cn2nnc3ccccc32)cc1	-11	3.3*	-104	-1	119	0.8	104	11	0.9	17
COc1ccccc1CNC(=O)c1ccc(S(=O)(=O)N2CCCC2)cc1	-9	0.99	6	9	97	1.1	-6	1	1	-9
COc1ccc([C@@H](C)NC(=O)CCc2nnc(-c3cc(C)on3)o2)cc1	-2	1.4	2	6	103	1.1	-2	8	0.9	-6
CN(C)C(CNC(=O)c1ccc2c(c1)S(=O)(=O)c1ccccc1C2=O)c1ccco1 (stereo unspecified)	7	1.1	0	1	96	1	0	2	1	-5
CCCCS(=O)(=O)Nc1ccc(C)cn1	-15	1	16	-7	94	1	-16	26	0.7	-2
CCC(=O)Nc1ncc2c(n1)CC(c1ccco1)CC2=O (stereo unspecified)	-5	1.3	10	11	97	1.1	-10	8	0.9	-9
COc1ccc(/C=C/c2cc[n+](C(=O)Cc3ccccc3)cc2)cc1	-4	0.94	6	-4	97	1	-6	-9	1.1	4
Cc1ccccc1Cn1cnc2ccccc21	12	0.91	-4	6	91	1.1	4	2	1	-6
O=c1[nH]c(CN2CCOCC2)nc2ccccc12	-4	1	-10	7	101	1	10	-5	1.1	2
CCCNc1nc(OC(C(F)(F)F)C(F)(F)F)nc(OC(C(F)(F)F)C(F)(F)F)n1	-4	0.93	-3	-7	110	1.1	3	22	0.8	-5
Cc1c2c(nc3c(C(=O)NC4CCCC4)cnn13)CCCC2	8	0.86	-8	-3	102	1	8	19	0.8	-4
CCOC(=O)c1oc2ccccc2c1NC(=O)c1cccc(OC)c1OC	15	0.23	-2	-12	107	0.9	1	-4	1	6
O=C(N/N=C/C=C/c1ccco1)c1cccnc1	-10	1	-8	3	101	1.1	8	16	0.8	-6
COc1cc(SC)ccc1C(=O)Nc1ccon1	-14	2.1	-48	-20	120	0.7	48	0	1	31

Reprinted from the part before: 2 entries; new compounds follow.
SMILES	TLR4-MyD88 BLA	NF-kB neuron act	APP 5UTR inh	G6PDH CS	STAT1 act	FLuc act counter	APP 5'UTR act	Diaphorase inh	Diaphorase act	FLuc inh counter
O=C(N/N=C/C=C/c1ccco1)c1cccnc1	-10	1	-8	3	101	1.1	8	16	0.8	-6
COc1cc(SC)ccc1C(=O)Nc1ccon1	-14	2.1	-48	-20	120	0.7	48	0	1	31
CCCOc1ccc(/C=N/NC(=O)C(=O)Nc2ccccn2)cc1	-9	1.1	17	-10	110	1	-17	6	0.9	0
O=C(NC(=S)NC1C2CC3CC(C2)CC1C3)C12CC3CC(CC(C3)C1)C2 (stereo unspecified)	2	1.1	-11	-2	94	1	11	9	0.9	0
CCOC(=O)c1c(C)n(C)c2cc(-c3ccc(C)cc3)c(O)cc12	-2	1.4	7	-1	110	1.1	-7	12	0.9	-6
CCC(C)c1ccc(NC(=S)NC(C)C2CCCO2)cc1 (stereo unspecified)	-4	1.1	9	5	110	1	-9	1	1	-4
O=C(Nc1ccc(Cl)c(S(=O)(=O)N2CCOCC2)c1)c1ccc2c(c1)OCCO2	-1	0.62	9	0	97	1	-9	20	0.8	1
O=C1CC(N2CCN(c3ccccc3Cl)CC2)C(=O)N1c1cccc(F)c1 (stereo unspecified)	1	0.99	-2	-6	95	1.1	2	14	0.9	-7
Cc1ccc(S(=O)(=O)N2CCC(C(=O)NCCc3ccc(S(N)(=O)=O)cc3)CC2)cc1	10	1.3	-10	8	97	1.1	10	10	0.9	-5
COc1ccc(CNc2nc3c(c(=O)n(Cc4ccc(Cl)cc4)c(=O)n3C)n2C)cc1	1	0.32	11	4	83	1	-11	6	0.9	-4
Cc1cc(N2CCCC2)nc2ccccc12	17	1.2	0	15	106	1.1	0	3	1	-5
CN(C(=O)CSc1ncc(C(F)(F)F)cc1Cl)c1c(N)n(Cc2ccccc2)c(=O)[nH]c1=O	-11	0.92	-10	4	91	1.1	10	3	1	-6
Cc1c(N=C2N=C(NC(=O)Nc3ccc(Cl)cc3)c3ccccc32)c(=O)n(-c2ccccc2)n1C	-2	0.94	-5	1	96	1.1	5	-9	1.1	-8
CCn1c(=O)c(C(C)=O)c(O)c2ccccc21	-16	1.2	-10	16	95	1	10	16	0.8	-5
CN(C)C(=O)CN(C)S(=O)(=O)c1ccc(Cl)cc1	0	1.2	14	9	100	1	-14	12	0.9	-3
CCCCN(C)C1=Nc2cccc3cccc1c23	4	1	-23	4	103	1	23	18	0.8	-5
CCOC(=O)C1=NNC2(c3ccc(Cl)cc3)C(=O)N(c3cc(C)cc(C)c3)C(=O)C12 (stereo unspecified)	-3	1.3	-7	9	93	1.1	7	22	0.8	-5
CC1(C)NC(=O)N(CCOCCOc2ccccc2-c2ccccc2)C1=O	4	0.91	-16	12	102	1	16	-8	1.1	-2
Cc1cc(C)nc(SCC(=O)Nc2ccc(S(=O)(=O)Nc3ncccn3)cc2)n1	-8	1.1	-2	10	104	1	2	/	/	-3
CC1CCCN(Cc2nc3c(c(=O)n(C)c(=O)n3C)n2CC(N)=O)C1 (stereo unspecified)	4	1.1	-6	2	104	1.1	6	7	0.9	-12
Cc1ccc(-c2cn(-c3ccccc3)c(SCC(N)=O)n2)cc1C	-8	0.99	-17	10	112	0.9	17	10	0.9	5
O=S(=O)(/N=C(\c1ccc(Cl)cc1)N1CCOCC1)c1ccccc1	-1	0.93	0	6	84	1.1	0	13	0.9	-5
O=C1c2ccccc2C(=O)c2c1cccc2N1CCCC1	-11	1	-15	16	103	0.9	15	22	0.8	5
Cc1ccc(C)c(NC(=O)CS(=O)(=O)c2cccc3nsnc23)c1	1	1	-4	6	98	1	4	2	1	-3
Cc1cc(SCCOc2ccccc2)nc(N)n1	-6	2.5	-3	7	129*	1	3	-1	1	0
COc1ccccc1-c1nnc(NC(C)=O)s1	-16	2.5	-4	-5	127	0.5	4	-7	1.1	45
Nc1ccc(Cl)c(NC(=O)c2cccs2)c1	13	1.4	-6	-6	108	1	6	8	0.9	3
Brc1ccc(-c2nc(-c3cccnc3)no2)o1	2	1.2	-38	7	132*	0.9	38	20	0.8	14
CCOC(=O)c1c(NC(=O)CC2SC(N)=NC2=O)sc2c1CCCC2 (stereo unspecified)	2	0.9	11	4	100	1	-11	16	0.8	-3
COc1cccc(CNc2cnc3ccccc3c2)c1O	-7	7.6*	-93	3	95	0.9	93	20	0.8	12
O=C(CSc1nnnn1-c1ccccc1)NC(=O)NCc1ccco1	8	1.1	19	0	100	1	-19	9	0.9	1
CN1CCN(c2ccc(NC(=O)c3ccccc3Br)cc2)CC1	-2	1.9	-58	0	120	0.9	58	7	0.9	5
CC(C)(C)c1ccccc1OCCCCCn1ccnc1	-26	0.82	-9	11	91	1	9	6	0.9	-2
CCCCN1C(=O)c2ccc(C(=O)NC3=NCCS3)cc2C1=O	20	1.2	-20	4	112	1	20	10	0.9	2
O=C1COc2ccc(C(=O)CSc3nnc(Cc4cccs4)n3-c3ccccc3)cc2N1	11	0.75	1	10	112	1	-1	10	0.9	-2
O=C1c2cccnc2-c2ncccc21	2	0.91	-3	5	92	1	3	-5	1	-1
Nc1nc(-c2ccc(Cl)cc2)cc(C(F)(F)F)n1	4	1.4	4	1	121	1	-4	4	1	-4
O=C(N=NC(=O)c1ccc2c(O)n(C3CCCCC3)c(O)c2c1)c1cccnc1	1	0.83	-9	7	100	1	9	-8	1.1	-3
O=C(CCN1c2ccccc2Sc2ccccc21)OCc1nnc(-c2ccccc2)o1	1	1.1	-11	2	94	1.1	11	17	0.8	-10
COc1cc(CNC(=O)OCC(C)C)cc(OC)c1OC	1	1	-16	0	93	1.1	16	14	0.9	-9
COc1ccc2nc(NC(=O)c3cccnc3SC)sc2c1	12	2.1	-66	9	128	0.5	66	18	0.8	47
COc1ccc(C2CC(c3ccc(OC)cc3)n3nc(NC(=O)c4cccs4)nc3N2)cc1 (stereo unspecified)	12	1.1	2	-1	101	1	-2	10	0.9	-3

Given with two lines to a compound: two of the compounds above.
Every second line gives: TLR4-MyD88 BLA | NF-kB neuron act | APP 5UTR inh | G6PDH CS | STAT1 act | FLuc act counter | APP 5'UTR act | Diaphorase inh | Diaphorase act | FLuc inh counter
O=C(CCN1c2ccccc2Sc2ccccc21)OCc1nnc(-c2ccccc2)o1
 : 1 | 1.1 | -11 | 2 | 94 | 1.1 | 11 | 17 | 0.8 | -10
Brc1ccc(-c2nc(-c3cccnc3)no2)o1
 : 2 | 1.2 | -38 | 7 | 132* | 0.9 | 38 | 20 | 0.8 | 14

Remaining list, next part:
SMILES	TLR4-MyD88 BLA	NF-kB neuron act	APP 5UTR inh	G6PDH CS	STAT1 act	FLuc act counter	APP 5'UTR act	Diaphorase inh	Diaphorase act	FLuc inh counter
Cc1cc(Nc2ccccc2)n(-c2ccc(C(=O)O)cc2)n1	10	1.2	-4	-5	96	1	5	11	0.9	-4
CC1(C)Cc2ccccc2C2=C(C(=O)N3CCCCCC3)C(=O)C(=O)N21	-3	0.84	-7	10	99	1	7	13	0.9	-2
Cc1cccc2c(=O)cc(C)n(CC(=O)N3CCOCC3)c12	-5	1	-18	3	99	1	18	14	0.9	-4
c1ccc(-n2ncc3c(NCc4ccco4)ncnc32)cc1	0	2.1	-89	25	128	0.8	89	4	1	19
O=C(CCCCCNC(=S)Nc1ccccc1)C[N+](=O)[O-]	3	1.1	1	3	92	1	-1	7	0.9	0
COc1ccc(OC)c(NC(=O)CC2SC(=Nc3ccc(F)cc3)N(CCC3=CCCCC3)C2=O)c1 (stereo unspecified)	-18	1	-23	-5	91	1.1	23	21	0.8	-9
NC(=O)c1nn(-c2ccccc2)c(=O)cc1O	-4	0.89	-6	4	97	1.1	6	10	0.9	-6
O=C(Nc1nc(-c2ccncc2)cs1)c1ccco1	4	0.61	-8	0	118	1	7	19	0.8	4
